HepG2 tox: qHTS for Inhibitors of TGF-b: Cytotox Counterscreen | Potency, µM (top dose mostly 46.1 µM), for the others: top-dose activity change, negative = cytotoxicity, usual class: cytotoxic | AID 588856, 2011 | actives 0.76% (n = 410,000) | HepG2 CAGA-GFP viability, ATP luminescence, 18 h; further: potency means the concentration at half of the fitted maximal effect; some results filed as inactive show a strong effect at the top dose
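HepG2 CAGA-GFP cells (1000/well, DMEM with 1% FBS) received compound, then TGF-beta at 500 pg/mL final, and were incubated 18 hours at 37 degrees C. Viability was read by CellTiter-Glo luminescence. Media-only wells were set as complete cell-killing and DMSO as no toxicity.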
TGFb inhibitor: qHTS for Inhibitors of TGF-b; actives 1.2% (n = 410,000); Potency, µM (doses to about 46.1 µM), inactives show at the highest dose activity, negative = inhibition, usual class: inhibitors; AID 588855, 2011; HepG2 CAGA-GFP TGF-b/SMAD3 reporter, GFP fluorescence, 18 h; TGF-beta stimulated, 500 pg/mL final; further: potency means the concentration at half of the fitted maximal effect; on the % scale 0 is the no-effect control and ±100 the full control effect; nearly all actives have a fitted effect of over 65% in size
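Cell-based qHTS in HEPG2 carrying a CAGA-GFP Smad reporter; compounds added before 500 pg/mL final TGF-beta, 18 h incubation at 37 degrees C, GFP fluorescence quantified per cell by imaging cytometry.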
IL2 activator: qHTS of IL-2 Activators; actives 0.065% (n = 360,000); IL-2 activation reporter assay, cell-based qHTS; stimulated with anti-CD3/CD4/CD28 beads; in transgenic mouse T cells; activation, % (series mostly up to about 46 µM); in the data active means activation above about 50%; inconclusive means mostly about 30% to 49%; further: 0% is about no effect
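First, unstimulated transgenic mouse T cells were exposed to compound for 60 min. Next, anti-CD3/anti-CD4-coated beads with anti-CD28 were added. Finally, after 18 h at 37 degrees C, EGFP and DsRed were imaged.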
A549 viability: Nrf2 qHTS screen for inhibitors: counterscreen for cytotoxicity; A549 ARE-Fluc cells, CellTiter-Fluor viability, 18-24 h; Potency, µM (doses to about 46 µM), inactives show at the top dose activity change, negative = cytotoxicity, usual class: inhibitors; actives 0.16% (n = 390,000); AID 504648, 2011; further: potency means the concentration at half of the fitted maximal effect; on the % scale 0 is the no-effect control and ±100 the full control effect
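A549 ARE-Fluc cells in 5% FBS OPTI-MEM, 5000 cells/well, rested 2 h then exposed to compounds in concentration-response for 18-24 h at 37 °C. Viability by CellTiter-Fluor fluorescence (Ex 405/Em 525) after 30 min; luciferase luminescence (BugLite, 15 min, RT) read afterwards.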
Nrf2 block: Nrf2 qHTS screen for inhibitors; actives 2.1% (n = 360,000); Potency, µM (doses to about 46 µM), inactives show at the top dose activity change, negative = inhibition, actives largely listed as inhibitors; A549 ARE-Fluc reporter, luciferase luminescence, 18-24 h; further: potency means the concentration at half of the fitted maximal effect; on the % scale 0 is the no-effect control and ±100 the full control effect; nearly all actives have a fitted effect of over 60% in size
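In this cell-based qHTS, ARE-driven firefly luciferase in A549 cells reports Nrf2 activity; the luminescent signal after BugLite lysis is the measured value, with a prior CellTiter-Fluor read for cell health.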
ATXN2 expr inh: Primary qHTS for Inhibitors of ATXN expression | HEK-293 ATXN2-luciferase reporter, luminescence, 24 h | Potency, µM (titrated, usually from 57 µM), for the others: at the top dose activity change, negative = inhibition, most hits filed as inhibitors | actives 0.72% (n = 360,000) | AID 1745845, 2022; further: potency means the concentration at half of the fitted maximal effect; on the % scale 0 is the no-effect control and ±100 the full control effect; nearly all actives have a fitted effect of over 55% in size
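qHTS (up to 57 uM final) was run with 24 h compound exposure of reporter cells at 37 °C. Each well was multiplexed: SteadyGlo luminescence measured ATXN2-luciferase expression after a fluorogenic Gly-Phe-AFC viability readout (25 uM final).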
Nrf2 ARE act: qHTS of Nrf2 Activators; AREc32 ARE-luciferase reporter (MCF7-derived line), luminescence, 24 h; Potency, µM (highest dose often 46.1 µM), for inactives: top-dose activation, hits mostly activators; actives 0.31% (n = 410,000); AID 624171, 2012; further: potency means the concentration at half of the fitted maximal effect; % of control where 0% means no effect; nearly all actives have a fitted effect of over 65% in size
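ARE-driven firefly luciferase activity in AREc32 cells measured after a 24 hr compound exposure at 37 deg C, using Steady-Glo reagent and a 30 min room-temperature hold.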
EPAC2 ag: qHTS for Agonist of cAMP-regulated guanine nucleotide exchange factor 4 (EPAC2): primary screen; Rap guanine nucleotide exchange factor 4 (Homo sapiens), Q8WZA2; Potency, µM (series often up to 154 µM), for the others: at the highest dose activation, actives largely listed as activators; actives 0.079% (n = 360,000); AID 720711, 2013; EPAC2 activation, biochemical qHTS; response scale: 100% = 6.5 mM cAMP response; further: potency means the concentration at half of the fitted maximal effect; nearly all actives have a fitted effect of over 50% in size
Target sequence (Q8WZA2 whole entry, looked up): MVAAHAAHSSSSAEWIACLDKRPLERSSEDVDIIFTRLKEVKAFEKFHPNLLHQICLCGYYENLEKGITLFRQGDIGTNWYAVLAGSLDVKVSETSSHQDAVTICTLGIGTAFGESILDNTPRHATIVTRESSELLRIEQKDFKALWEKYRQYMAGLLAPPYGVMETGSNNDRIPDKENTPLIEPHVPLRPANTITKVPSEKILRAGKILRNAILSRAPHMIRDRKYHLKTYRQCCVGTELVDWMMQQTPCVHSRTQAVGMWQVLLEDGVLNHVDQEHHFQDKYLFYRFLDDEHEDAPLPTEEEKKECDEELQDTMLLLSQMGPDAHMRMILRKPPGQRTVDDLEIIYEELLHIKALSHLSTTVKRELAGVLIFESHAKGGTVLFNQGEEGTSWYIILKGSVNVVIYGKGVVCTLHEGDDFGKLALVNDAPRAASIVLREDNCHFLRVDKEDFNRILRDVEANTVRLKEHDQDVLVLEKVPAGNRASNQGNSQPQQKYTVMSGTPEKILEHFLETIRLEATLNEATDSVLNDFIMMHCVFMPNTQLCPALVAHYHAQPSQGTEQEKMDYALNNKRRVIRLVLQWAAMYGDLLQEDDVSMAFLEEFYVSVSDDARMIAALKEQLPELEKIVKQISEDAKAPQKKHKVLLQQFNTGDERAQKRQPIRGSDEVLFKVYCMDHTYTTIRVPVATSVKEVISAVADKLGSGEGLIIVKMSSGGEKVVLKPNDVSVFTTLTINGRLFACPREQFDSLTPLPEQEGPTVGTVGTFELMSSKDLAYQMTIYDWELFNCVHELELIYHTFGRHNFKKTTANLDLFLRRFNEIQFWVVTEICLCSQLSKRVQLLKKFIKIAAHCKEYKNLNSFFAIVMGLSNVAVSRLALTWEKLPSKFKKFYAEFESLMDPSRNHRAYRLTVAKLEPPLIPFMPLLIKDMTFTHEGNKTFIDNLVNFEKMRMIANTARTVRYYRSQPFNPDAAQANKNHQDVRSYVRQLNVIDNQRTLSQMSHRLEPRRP
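qHTS, titration series. 100 nM EPAC2 / 250 nM Rap1B-BODIPY-GDP / 50 uM GDP; RT; ex 480/em 540 nm, 5-min reads to 30 min. Norm. to 6.5 mM cAMP = activation.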
S2 tox: Viability Counterscreen for Primary qHTS for Inhibitors of ATXN expression. actives 0.49% (n = 400,000). S2 cells (HEK-293 line with an ATXN2-luciferase reporter) viability, CellTiter-Fluor protease fluorescence, 24 h. Potency, µM (titrated, usually from 56.7 µM), hits mostly cytotoxic; further: potency means the concentration at half of the fitted maximal effect; nearly all actives have a fitted effect of over 40% in size
* marks the source's active call; other numbers are inactive results; i = inactive; ? = inconclusive; nt = no result given; [ ] = another dose, or the depositor's remark. Unless noted, the call rests on the fitted dose curve; in most records, active means well fitted curve in the direction sought with a large enough effect; inconclusive means small, poorly fitted or top-dose-only effect, or another doubt; inactive means no such curve, though single readings can be large; an effect the other way counts as inactive or inconclusive.

entry	SMILES	HepG2 tox	TGFb inhibitor	IL2 activator	A549 viability	Nrf2 block	ATXN2 expr inh	Nrf2 ARE act	EPAC2 ag	S2 tox
1	COC(=O)c1c(N2C(=O)[C@H]3[C@@H](C2=O)[C@]2(C(=O)Nc4c2ccc(C)c4C)N2CCC[C@@H]32)sc(C)c1C	-29%	?	0.4	2%	12%	-4%	0.2%	6%	i
2	Cc1ccc2nc(C3CCCN(C(=S)Nc4ccccc4C)C3)[nH]c2c1 (configuration not stated)	-42%	?	-1.8	-2%	-24%	0%	0.7%	-8%	i
3	Cc1noc(C)c1C(=O)Nc1ccc(S(=O)(=O)N2CCCCC2)cc1	-18%	10%	0.4	-3%	?	-1%	-0.1%	-1%	i
4	COc1ccc([C@H]2CC(=O)C=C(c3cc(OC)ccc3OC)C2)cc1	-41%	?	-0.1	6%	?	-20%	-0.7%	16%	i
5	Cc1occc1-c1nnc(SCC(=O)NCc2cccs2)n1-c1ccc(F)cc1	-20%	-5%	-2.8	0%	?	-22%	-1.2%	-3%	i
6	COc1ccccc1NC(=O)c1ccc(COc2ccccc2Br)o1	-7%	-1%	-0.1	1%	2%	nt	6.2%	13%	i
7	COc1ccc(-c2cc(C)nc3c(-c4ccccc4)cnn23)cc1	8%	1%	-0.1	3%	?	82%[activator][11.3 µM]	1.9%	9%	i
8	COCCN1C(=O)N(c2cccc(OC)c2)C(=O)C1CC(=O)Nc1ccccc1 (configuration not stated)	-5%	1%	nt	5%	11%	2%	4.6%	nt	i
9	NC(=O)c1ccccc1NC(=O)c1ccc2ccccc2c1	-10%	?	-0.1	1%	?	104%[activator]	?	5%	i
10	COc1ccc(OC)c(-c2csc(NC(=O)COC(=O)C3(C)CC3(Cl)Cl)n2)c1 (configuration not stated)	-14%	-6%	-0.1	0%	5%	-32%	5.2%	16%	i
11	CCN(C(=O)COC(=O)C12CC3CC(CC(O)(C3)C1)C2)c1c(N)n(Cc2ccccc2)c(=O)[nH]c1=O	-14%	6%	0.7	-8%	-3%	nt	-0.6%	-5%	i
12	COc1cc(C(=O)NC(C)CCn2cccn2)ccc1OC1CCN(C(C)=O)CC1 (configuration not stated)	-14%	-19%	-1.9	-10%	8%	8%	0.5%	9%	i
13	COC(=O)NCCc1cc(OC)c(OC)cc1S(=O)(=O)N1CC(=O)Nc2ccccc21	14%	0%	1.7	-6%	-1%	-2%	3.9%	-3%	i
14	CCOc1ccc(NC(=O)CN(C)C(=O)c2ccc(N3CCCCCC3)c([N+](=O)[O-])c2)cc1OCC	-4%	-12%	-3.0	-10%	-21%	7%	0.2%	-11%	i
15	O=C(C1CCCO1)N1CCN(C(=S)Nc2ccccc2)CC1 (configuration not stated)	8%	0%	-0.9	6%	-2%	4%	0.2%	6%	i
16	O=C(O)C1(c2ccccc2)CCN(S(=O)(=O)c2ccccc2)CC1	-5%	17%	1.7	2%	0%	-13%	-0.9%	2%	i
17	COc1ccccc1N1N=C(c2cccs2)CC1c1ccccc1 (configuration not stated)	-29%	-20%	-0.8	?	-12%	-10%	0.4%	0%	nt
18	Cc1nc2ccc(NC(=O)c3cc(S(=O)(=O)N(C)c4ccccc4)ccc3Cl)cc2s1	-6%	-19%	-2.2	-9%	5.2µM*	-16%	2.8%	-1%	i
19	COc1ccc(C(CNC(=O)c2cccc(S(=O)(=O)N(C)c3ccccc3)c2)N2CCCC2)cc1 (configuration not stated)	-32%	-7%	-0.3	0%	9%	-19%	-0.5%	18%	i
20	CC(=O)N(C)c1ccc(C(O)(C(F)(F)F)C(F)(F)F)cc1	1%	12%	-0.5	2%	-3%	-2%	-0.3%	-4%	i
21	Cc1ccc(NS(=O)(=O)c2ccc3[nH]c(=O)ccc3c2)cc1N(C)C	-31%	2%	nt	-3%	nt	5%	6.1%	nt	i
22	CC(C)(C)NC(=O)COC(=O)c1ccc2c(c1)C(=O)N(Cc1ccco1)C2=O	5%	0%	-1.5	2%	17%	-13%	-0.7%	8%	i
23	CC(C)c1ccc(NC(=S)NNc2ccc(Cl)c(C(=O)O)c2)cc1	-2%	-2%	-3.9	?	?	41%[activator]	3.0%	1%	i
24	CN(C(=O)COc1ccc(Cl)cc1Br)C1CCCCC1	-7%	-9%	-0.5	-2%	19%	63%[activator]	4.1%	2%	i
25	CSC(=NC#N)N1CCN(c2ccc(Cl)cc2)CC1	-24%	-1%	-0.3	nt	?	25%	15%	9%	i

Overlap with the part before: four compounds, then new ones.
entry	SMILES	HepG2 tox	TGFb inhibitor	IL2 activator	A549 viability	Nrf2 block	ATXN2 expr inh	Nrf2 ARE act	EPAC2 ag	S2 tox
22	CC(C)(C)NC(=O)COC(=O)c1ccc2c(c1)C(=O)N(Cc1ccco1)C2=O	5%	0%	-1.5	2%	17%	-13%	-0.7%	8%	i
23	CC(C)c1ccc(NC(=S)NNc2ccc(Cl)c(C(=O)O)c2)cc1	-2%	-2%	-3.9	?	?	41%[activator]	3.0%	1%	i
24	CN(C(=O)COc1ccc(Cl)cc1Br)C1CCCCC1	-7%	-9%	-0.5	-2%	19%	63%[activator]	4.1%	2%	i
25	CSC(=NC#N)N1CCN(c2ccc(Cl)cc2)CC1	-24%	-1%	-0.3	nt	?	25%	15%	9%	i
26	CC1(CO)CCCC1NCCNC1CCCC1(C)CO (configuration not stated)	3%	24%	-0.2	nt	nt	18%	-0.9%	0%	i
27	c1ccc(-n2ncc3c(N4CCN(c5ccccn5)CC4)nc(N4CCCCCC4)nc32)cc1	13%	27%	-1.3	4%	16%	10%	0.1%	7%	i
28	OCCNc1nc(N2CCCC2)nc(N2CCCC2)n1	-16%	12%	0.9	2%	1%	-6%	-0.3%	11%	i
29	CC(C)=CCN1CCN(Cc2ccc3nsnc3c2)CC1CCO (configuration not stated)	5%	-17%	-0.3	6%	3%	-10%	-0.2%	2%	i
30	COC(=O)c1c(C)[nH]c(C(=O)C(C)OC(=O)c2c(C)noc2C)c1C (configuration not stated)	-7%	26%	-0.6	-4%	?	nt	0.0%	-5%	i
31	COC(=O)CN1C(=O)COc2ccc(S(=O)(=O)N3CCCC3)cc21	11%	7%	-3.0	0%	8%	-18%	-0.7%	-2%	i
32	CC(=O)Nc1ccc(S(=O)(=O)NC2(C(F)(F)F)C(=O)Nc3c2c(=O)[nH]c(=O)n3-c2cccc(Cl)c2)cc1 (configuration not stated)	-34%	0%	nt	0%	-2%	7%	0.5%	nt	i
33	COc1cccc(OCc2cc(C(=O)N(C)C3CCOCC3)no2)c1	-26%	-6%	-2.3	0%	1%	6%	0.4%	3%	i
34	CCCCn1[nH]c(-c2ccccc2)cc1=O	-3%	-20%	-5.2	11%	?	-9%	?	2%	i
35	CCCCCCNC(=O)c1c(O)c2cccc3c2n(c1=O)CCC3	-15%	6%	-0.4	2%	-22%	-16%	-0.5%	-7%	i
36	O=C(C1COc2ccccc2O1)N1CCN(c2ccccc2O)CC1 (configuration not stated)	-18%	-1%	1.5	-2%	-20%	8%	6.9%	0%	i
37	CC(C)C[C@H]1CN=C(Nc2ccccc2)N1CCCC1CCCCC1	-22%	-26%	-4.3	2%	?	25µM*	-1.0%	1%	nt
38	C[C@H](NC(=O)C1CCN(S(=O)(=O)c2ccccc2)CC1)C(=O)NC1CC1	-13%	2%	1.6	nt	nt	nt	-0.5%	-1%	i
39	Nc1cc2nc[nH]c2cc1N	2%	10%	-2.3	1%	1%	22%	3.0%	4%	i
40	COc1ccc(CC(=O)Nc2cc3oc4ccccc4c3cc2OC)cc1	-22%	0%	0.4	8%	?	90%[activator]	5.0%	3%	i
41	Cc1ccc(C(=O)N2CC(=O)Nc3ccc(F)cc3C2c2ccccc2)cc1[N+](=O)[O-] (configuration not stated)	-22%	0%	-2.6	1%	-11%	-4%	2.0%	18%	i
42	O=C(CSc1nnc(Cc2cc(=O)[nH]c(=O)[nH]2)n1-c1ccc(F)cc1)N1CCCCC1	2%	4%	1.7	-15%	2%	10%	-0.6%	6%	i
43	CCc1nnc(SCC(=O)Nc2cccc(C(F)(F)F)c2)c2cc3oc(C)cc3n12	-23%	-4%	nt	8%	?	nt	3.7%	nt	nt
44	CC(C)N1CCC1(C)C(=O)Nc1ccc2scnc2c1 (configuration not stated)	2%	6%	0.3	nt	nt	6%	0.2%	2%	i
45	CCN(CC)c1ccc(NC(=O)CSc2nc3nc(C)cc(C)c3c(=O)[nH]2)cc1	-15%	7%	-2.0	1%	-18%	1%	2.3%	-11%	i
46	CCOc1ccc(-c2nnc(-c3ccncc3)o2)cc1OCC	-13%	-1%	0.0	-7%	11%	0%	-0.4%	0%	i
47	CCC(=O)Nc1ccc2c(c1)ncn2-c1ccccc1	3%	-12%	-2.1	nt	13%	0%	4.5%	5%	?
48	N#Cc1nc(-c2ccc(COc3ccc(Cl)cc3)o2)oc1N1CCCCC1	-2%	-17%	nt	12%	?	-16%	-0.8%	nt	i
49	NC(=O)CSc1nc2sc(-c3ccccc3)cc2c(=O)n1N	-2%	-4%	-1.4	-6%	14%	6%	6.8%	7%	i
50	c1ccc2cc(CCCc3cc4ccccc4cn3)ncc2c1	-24%	-24%	3.0	4%	5%	0%	1.8%	13%	i
51	COc1cccc(-c2csc(NNC(=O)c3cccs3)n2)c1	-9%	-17%	-0.1	1%	-13%	nt	5.6%	6%	i

Assay outcomes: PubChem BioAssay, National Center for Advancing Translational Sciences (NCATS)
